Bioassay records: PubChem BioAssay, National Center for Advancing Translational Sciences (NCATS)
HTT aggregate: reduces HttQ103-GFP aggregates in PC12 cells; Potency, µM (top dose mostly 46.1 µM), without a hit: at the highest dose activity change, negative = inhibition, most hits filed as inhibitors; PC12 HttQ103-GFP aggregates, Acumen cytometry, 40 h; 220,000 compounds, 1.1% hits; also: potency is read from the fitted curve at half-maximal effect; % is scaled to controls: 0 for no effect and ±100 for the full control effect; nearly all actives have a fitted effect of over 60% in size
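PC12 cells stably carrying ecdysone-inducible HTT exon 1 Q103–GFP were induced with tebufenozide (100 nM final) and treated with library compounds in titration. GFP aggregates in lysates were counted by laser scanning cytometry.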
NPSR antag: antagonists of human neuropeptide S receptor cAMP signaling. AID 1461. Q6W5P4. Potency, µM (titrated, usually from 38.3 µM), inactives show top-dose activity change, negative = inhibition, hits mostly inhibitors. 220,000 compounds, 1% hits. CHO-NPSR cells, cAMP TR-FRET, antagonist mode; also: potency is read from the fitted curve at half-maximal effect; % is scaled to controls: 0 for no effect and ±100 for the full control effect; nearly all actives have a fitted effect of over 50% in size; many of its hits are not listed in these tables
Target sequence (Q6W5P4 whole entry, looked up): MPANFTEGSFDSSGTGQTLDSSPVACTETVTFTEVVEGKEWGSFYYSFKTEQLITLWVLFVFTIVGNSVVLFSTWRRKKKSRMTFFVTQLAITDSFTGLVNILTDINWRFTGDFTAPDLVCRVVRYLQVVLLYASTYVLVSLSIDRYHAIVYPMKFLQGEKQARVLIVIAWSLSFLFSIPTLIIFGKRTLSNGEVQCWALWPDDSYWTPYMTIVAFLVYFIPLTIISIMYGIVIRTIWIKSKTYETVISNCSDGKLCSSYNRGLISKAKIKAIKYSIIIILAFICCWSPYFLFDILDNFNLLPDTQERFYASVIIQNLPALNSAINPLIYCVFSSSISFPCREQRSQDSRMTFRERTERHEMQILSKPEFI
IMPase Li inh: cell-permeable IMPase inhibitors with lithium potentiation; CHO-M1 cells, IP1 TR-FRET (IP-One), carbachol + lithium; Potency, µM (titrated, usually from 59.4 µM), inactives show top-dose activity, negative = IMPase inhibition, actives largely listed as inhibitors; 210,000 compounds, 0.35% hits; AID 1457;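 also: IP1 builds up when IMPase is blocked and the TR-FRET signal falls; potency is read from the fitted curve at half-maximal effect; plate controls were basal vehicle for no effect and high inhibitor control for full effect; nearly all actives have a fitted effect of over 50% in size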
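Concentration–response in CHO-M1 cells, lithium-potentiated; 30 min at 37C. IP1 detected by competitive TR-FRET after 10 min lysis at RT. Hill-fitted AC50.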
Luc counter: blocks Kinase-Glo luciferase, a counter-screen artifact. Potency, µM (doses to about 38.3 µM), for the others: at the top dose activity change, negative = inhibition, usual class: inhibitors. Kinase-Glo luciferase, ATP luminescence, 8 min. 200,000 compounds, 0.28% hits; also: potency is read from the fitted curve at half-maximal effect; % is scaled to controls: 0 for no effect and ±100 for the full control effect; nearly all actives have a fitted effect of over 60% in size
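Recombinant Kinase-Glo luciferase, 10 uM ATP (linear range), luciferin; imidazole pH 7.2 / KCl / MgCl2 / Tween / BSA buffer; 8 min RT; luminescence.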
L3MBTL1 inh: L3MBTL1 (human) inhibition. AlphaScreen L3MBTL1–H3K9me1 peptide binding. Potency, µM (top dose mostly 57.1 µM), without a hit: at the top dose activity, negative = inhibition, actives largely listed as inhibitors. 230,000 compounds, 0.66% hits. AID 485360; also: potency is read from the fitted curve at half-maximal effect; % is scaled to controls: 0 for no effect and ±100 for the full control effect; nearly all actives have a fitted effect of over 60% in size
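AlphaScreen proximity signal between nickel-chelate acceptor and streptavidin donor beads (final 10 ug/mL) reports binding of 50 nM L3MBTL1 to 75 nM biotin-H3 K9me1 peptide; complex incubated with compounds 30 min at room temperature; cefsulodin titration as control.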
Epigenetic derep: regulators of epigenetic silencing causing reporter derepression in mouse cells. murine LDR cells, GFP reporter derepression, 30 h. Potency, µM (doses to about 53.9 µM), for the others: at the top dose GFP activation, most hits filed as activators. 280,000 compounds, 0.2% hits. AID 1865; also: potency is read from the fitted curve at half-maximal effect; % of control where 0% means no effect; nearly all actives have a fitted effect of over 60% in size
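Reporter derepression read as number of fluorescent GFP-positive objects, 20-120 um in size, counted by laser-scanning cytometer. Mouse LDR line with an epigenetically silenced CMV-GFP locus; compound incubation 30 h, 37 C.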
CBFb RUNX1 block: CBF-beta/RUNX1 interaction disruption; Q01196+Q13951; AlphaScreen CBFb-His/RUNX1-biotin binding, biochemical; Potency, µM (top dose mostly 59.8 µM), for the others: top-dose activity, negative = inhibition, most hits filed as inhibitors; 230,000 tested, under 10 active; also: % of control where 0% means no effect
Target sequence (Q01196 whole entry, looked up): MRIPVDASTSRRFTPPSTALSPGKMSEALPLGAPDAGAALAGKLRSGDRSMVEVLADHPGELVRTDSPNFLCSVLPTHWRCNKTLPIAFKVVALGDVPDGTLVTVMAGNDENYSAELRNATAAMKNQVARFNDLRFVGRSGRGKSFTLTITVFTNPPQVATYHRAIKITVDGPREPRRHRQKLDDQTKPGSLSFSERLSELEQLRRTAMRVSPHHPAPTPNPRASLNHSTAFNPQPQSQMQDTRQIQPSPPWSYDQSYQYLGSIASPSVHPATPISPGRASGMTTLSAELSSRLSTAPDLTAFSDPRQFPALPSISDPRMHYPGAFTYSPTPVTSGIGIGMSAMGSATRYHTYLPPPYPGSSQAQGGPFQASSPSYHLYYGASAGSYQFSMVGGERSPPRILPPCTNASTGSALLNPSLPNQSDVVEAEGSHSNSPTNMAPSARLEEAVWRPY
Target sequence (Q13951 whole entry, looked up): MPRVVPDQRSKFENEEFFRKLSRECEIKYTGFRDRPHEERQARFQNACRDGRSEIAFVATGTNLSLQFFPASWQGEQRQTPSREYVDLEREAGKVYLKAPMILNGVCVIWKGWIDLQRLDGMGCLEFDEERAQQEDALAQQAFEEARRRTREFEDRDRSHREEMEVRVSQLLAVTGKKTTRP
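AlphaScreen binding: CBFb-His and RUNX1-biotin (30 nM each) preincubated 20 min, compound added for 15 min, then nickel and streptavidin beads for 90 min, all at room temperature. Disruption of the interaction by any mechanism counts as activity.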
Active calls of the source: *; u = inconclusive; x = no result given; [ ] = dose if it differs, or a comment. Calls follow the shape of the dose curve; as a rule, active = well fitted curve in the direction sought with a large enough effect; inconclusive = small, poorly fitted or top-dose-only effect, or another doubt; inactive = no such curve, though single readings can be large; an effect the other way counts as inactive or inconclusive.

SMILES	HTT aggregate	NPSR antag	IMPase Li inh	Luc counter	L3MBTL1 inh	Epigenetic derep	CBFb RUNX1 block
O=C(C(Sc1ccccc1)c1ccccc1)N1CCOCC1 (stereo unspecified)	4%	17%	-1%	1%	9%	-0.1%	2%
c1ccc(Nc2nc(NCc3ccco3)c3ccccc3n2)cc1	-29%[9.22 µM]	u	x	x	-19%	-4.4%	-2%
O=C(NCC(c1cccnc1)N1CCOCC1)Nc1ccccc1 (stereo unspecified)	-10%	-4%[46.1 µM]	7%[38.3 µM]	-4%	-1%	0.0%	2%
O=S(=O)(NCC1CCCO1)c1ccc(S(=O)(=O)N2CCCC2)cc1 (stereo unspecified)	-15%	7%[46.1 µM]	15%[38.3 µM]	2%	-6%	-0.8%	3%
COc1cccc(NC(=O)C2C3C=CC4(O3)C2C(=O)N(C(C)C)C4C(=O)NC2CCCCC2C)c1 (stereo unspecified)	1%	10%[46.1 µM]	5%	0%	5%	0.0%	1%
CCN(CC)S(=O)(=O)c1ccc(N/N=C(\C)c2ccc3c(c2)OCO3)c([N+](=O)[O-])c1	-5%	-22%	9%	-3%	-2%	1.8%	5%
O=C(NC1CC2CCCC(C1)N2C(=O)N1CCCCC1)C1CCCCC1 (stereo unspecified)	4%	-4%[46.1 µM]	x	x	-5%	-6.7%	4%
Cc1cc(C)n(CCC(=O)N=Nc2c(O)[nH]c3ccccc23)n1	0%[9.22 µM]	-6%	x	x	x	-1.9%	12%
CC[C@@H]1Cn2c(c3nc(-c4ccccc4)nc-3n(C)c2=O)N1	x	x	4%	-2%	x	0.5%	10%
Cc1ccc(C2c3sc(=O)[nH]c3SC3C(=O)NC(=O)C32)cc1 (stereo unspecified)	9%	4%	16%	-1%	1%	3.1%	-4%
Cc1ccc(OC(=O)CCc2c(C)nc3ncnn3c2C)cc1	-6%	-3%[46.1 µM]	19%[38.3 µM]	-3%	-2%	-1.6%	7%
COc1ccc2c(c1)[nH]c1c(N3CCN(Cc4ccc5c(c4)OCO5)CC3)ncnc12	8.9µM*	13µM*	21%[38.3 µM]	4%	-12%	-2.1%	-18%
Cc1c(C(=O)OCCN2CCCCC2)oc2ccccc12	-10%[9.22 µM]	3%[46.1 µM]	25%[38.3 µM]	-1%	-1%	-1.2%	6%
CCN1C(=O)C(CC(=O)Nc2ccc(Cl)cc2)N(NC(=O)c2ccncc2)C1=S (stereo unspecified)	-19%[9.22 µM]	-7%	x	x	15%	0.2%	3%
CCOC(=O)C1(Cc2ccccc2C)CCCN(C(=O)c2cc(C3CC3)[nH]n2)C1 (stereo unspecified)	-10%[9.22 µM]	17%	9%	x	-3%	0.0%	8%
Cc1ccc(N2C(N)=C(C#N)C3(C(=O)N(C)c4ccccc43)C3=C2CC(C)(C)CC3=O)cc1Cl (stereo unspecified)	12%	-13%[46.1 µM]	37%[activator][38.3 µM]	-5%	x	0.8%	0%
COc1ccc(-c2cc(C(F)F)n3ncc(C(=O)NCC4CCCO4)c3n2)cc1 (stereo unspecified)	u	-5%[46.1 µM]	9%[38.3 µM]	-3%	8%	0.0%	4%
COC(=O)[C@H](CCSC)NC(=O)N1CCN(c2cccc(C(F)(F)F)c2)CC1	-2%	-18%[46.1 µM]	4%[38.3 µM]	0%	-2%	1.9%	-1%
COc1ccc(OC)c(C2C=C(C34CC5CC(CC(C5)C3)C4)NC(=S)N2)c1 (stereo unspecified)	u	-38%	-4%	-5%	-30%	0.0%	u
Cc1cccc(C(=O)NC(=S)NNC(=O)Cc2ccccc2)c1	u	5%	9%	2%	19%	-0.8%	1%
COc1ccc(Cc2nc(-c3cccnc3)no2)cc1OC	-6%[9.22 µM]	-1%	0%	1%	10%	0.5%	-3%
CC(C)(C)NC(=O)CSC(=Nc1cccc(F)c1)NC#N	21%	1%[46.1 µM]	-2%[38.3 µM]	-1%	5%	-1.2%	-7%
CCN(CC)CCCN1C(=O)C(O)=C(C(=O)c2sc(C)nc2C)C1c1ccc(C)o1 (stereo unspecified)	11%	-9%[46.1 µM]	-3%[38.3 µM]	0%	-1%	0.9%	8%
Cc1cnc(NC(=O)c2ccco2)s1	-8%	3%[46.1 µM]	-21%[38.3 µM]	-16%	2%	-0.8%	3%
Cn1c(=O)c2c(nc(CN3CCCCC3)n2CCc2ccccc2)n(C)c1=O	5%	-1%[46.1 µM]	-3%[38.3 µM]	-1%	4%	-2.7%	-1%
SMILES	HTT aggregate	NPSR antag	IMPase Li inh	Luc counter	L3MBTL1 inh	Epigenetic derep	CBFb RUNX1 block
O=C1CSC(c2cccc([N+](=O)[O-])c2)N1C1CC2CCC1C2 (stereo unspecified)	-15%[9.22 µM]	-5%	x	x	-12%	-1.1%	7%
Cc1ccc(NC(=O)COC(=O)COc2ccc(Cl)cc2)c([N+](=O)[O-])c1	-3%	18%	-2%	1%	-13%	0.0%	-27%
Cc1nnc(NC2=NCCC2)s1	-7%	1%[46.1 µM]	-9%[38.3 µM]	13%	3%	-0.8%	1%
COc1ccc(/C=C/C(=O)OCC(=O)c2c(N)n(C)c(=O)n(C)c2=O)cc1	19%	3%	9%	5%	-5%	0.9%	-3%
COC(=O)c1cn(C(C)C(=O)NCc2ccco2)c2ccccc12 (stereo unspecified)	-12%	-3%[46.1 µM]	13%[38.3 µM]	0%	x	0.0%	3%
CC1(C)CC(=O)C2=C(C1)N(Cc1ccco1)C(=O)C2(NC(=O)c1cccnc1)C(F)(F)F (stereo unspecified)	5%	1%[46.1 µM]	-13%[38.3 µM]	-4%	-9%	-1.9%	-3%
O=C(Nc1ccccc1N1CCN(c2ccccc2)CC1)c1cccc(F)c1	-7%	u	34%[38.3 µM]	-6%	x	-1.0%	-2%
COc1cc(C(=O)Nc2ccc(C)cn2)c([N+](=O)[O-])cc1OC	17%	13%	3%	1%	10%	-0.4%	14%
COc1ccccc1N1CCN(C2CCN(S(=O)(=O)c3ccc(NC(C)=O)cc3)CC2)CC1	-20%[9.22 µM]	-13%	13%	x	0%	-0.1%	3%
O=C(CCc1ccccc1)N1N=C(c2ccncc2)CC1(O)C(F)(F)F (stereo unspecified)	6%[9.22 µM]	-24%	0%	-4%	-2%	-0.1%	12%
COc1ccc(CN(CCC(c2ccccc2)c2ccc(OC(C)C)cc2)C(=O)CCl)cc1OC (stereo unspecified)	u	10µM*	14%	-1%	-7%	-1.6%	-7%
Cc1cc(Cl)ccc1Nc1ncccc1C(N)=O	15%	-9%	21%	-1%	5%	-1.1%	0%
CSc1nc(NC(C)(C)C)nc(Oc2ccc(=O)[nH]n2)n1	-12%	-1%[46.1 µM]	19%[38.3 µM]	-4%	-6%	0.9%	7%
COC(=O)c1ccc(OCC(O)CN2CCC(C)CC2)cc1 (stereo unspecified)	15%	-2%[46.1 µM]	15%[38.3 µM]	17%	x	-0.2%	3%
CCOC(=O)N1CCC(N(CCN(C)C)C(=S)Nc2cc(C)cc(C)c2)CC1	19%	-4%[46.1 µM]	-9%	0%	-12%	0.0%	2%
C[C@@H](CO)NC(=O)c1ccc2c3n(nc2c1)-c1ccccc1CO3	-25%[9.22 µM]	-4%	x	x	x	-1.6%	9%
O=S(=O)(c1ccc(Br)cc1)N1CCOC12CCCCC2	7%	-30%	15%	1%	143%[activator]	0.0%	1%
O=C(NCCN1C(=O)S/C(=C\c2cccnc2)C1=O)c1ccc(S(=O)(=O)N2CCCC2)cc1	-41%[9.22 µM]	5%	x	x	x	1.7%	u
CCOC(=O)C1=C(C)NC2=C(C(=O)c3ccccc32)C1c1ccc(O)cc1 (stereo unspecified)	-1%	-6%	7%	-1%	-12%	-1.9%	u
CCCOC(=O)c1ccc(Oc2cn[nH]c2-c2ccc(OC)cc2O)cc1	-2%	u	8%[38.3 µM]	0%	-3%	-0.7%	-3%
Cc1nn(Cc2ccc(F)cc2)c(Cl)c1/C=N/NC(=O)c1ccccc1	16%	-20%	2%	1%	-5%	8.8%	5%
O=C(c1ccco1)[C@@H]1[C@@H]2C(=O)N(c3ccc(F)cc3)C(=O)[C@@H]2[C@H]2C=Cc3ccccc3N21	21%	-36%	-2%	-4%	-13%	-1.5%	-14%
O=C(Nc1cccnc1)c1c(F)cccc1F	-12%	15%[46.1 µM]	-4%	3%	-12%	-1.1%	3%
Cc1cc(C)nc(NS(=O)(=O)c2ccc(NC(=O)C3CC(=O)N(c4ccccc4)C3)cc2)n1 (stereo unspecified)	6%	-8%[46.1 µM]	-8%[38.3 µM]	2%	5%	1.5%	-1%
CCOC(=O)CC1COc2ccccc2N1C(=O)c1ccc(F)cc1 (stereo unspecified)	15%	-4%	6%	-1%	u	-0.4%	2%

Results in IMPase Li inh and HTT aggregate, for some of the entries so far:
| compound | IMPase Li inh | HTT aggregate |
| --- | --- | --- |
| O=C(CCc1ccccc1)N1N=C(c2ccncc2)CC1(O)C(F)(F)F (stereo unspecified) | 0% | 6%[9.22 µM] |
| COc1ccc(CN(CCC(c2ccccc2)c2ccc(OC(C)C)cc2)C(=O)CCl)cc1OC (stereo unspecified) | 14% | u |

New compounds follow
SMILES	HTT aggregate	NPSR antag	IMPase Li inh	Luc counter	L3MBTL1 inh	Epigenetic derep	CBFb RUNX1 block
Cc1c(Cl)cccc1S(=O)(=O)Nc1ccnn1C	-9%[9.22 µM]	-5%	x	x	4%	3.7%	4%
O=C(O)C1C2C=CC(C2)C1C(=O)NCCc1cccc(Cl)c1 (stereo unspecified)	2%	-10%[46.1 µM]	2%	-1%	5%	-1.2%	13%
Cc1sc2ncnc(OCC(=O)N3CCN(S(=O)(=O)c4ccc(Cl)cc4)CC3)c2c1C	1%	-19%[46.1 µM]	30%[38.3 µM]	1%	-1%[11.4 µM]	0.0%	-1%
O=C(O)C1CCCCC1C(=O)NCCc1ccccc1 (stereo unspecified)	-1%	5%[46.1 µM]	-5%[38.3 µM]	3%	x	-1.0%	-1%
CCOC(=O)C1(CCc2ccccc2)CCN(Cc2c(O)cccc2OC)CC1	0%[9.22 µM]	u	20%	0%	1%	6.8%	2%
Cc1nn(CC(=O)NCc2cccnc2)c(C)c1[N+](=O)[O-]	16%	11%	7%	2%	-3%	6.9%	1%

Some values from the entries so far.
CCN(CC)CCCN1C(=O)C(O)=C(C(=O)c2sc(C)nc2C)C1c1ccc(C)o1 (stereo unspecified) – CBFb RUNX1 block = 8%
Cc1cc(Cl)ccc1Nc1ncccc1C(N)=O – HTT aggregate = 15%

Of the compounds above, 2 have a tert-butyl group.
SMILES	HTT aggregate	NPSR antag	IMPase Li inh	Luc counter	L3MBTL1 inh	Epigenetic derep	CBFb RUNX1 block
CC(C)(C)NC(=O)CSC(=Nc1cccc(F)c1)NC#N	21%	1%[46.1 µM]	-2%[38.3 µM]	-1%	5%	-1.2%	-7%
CSc1nc(NC(C)(C)C)nc(Oc2ccc(=O)[nH]n2)n1	-12%	-1%[46.1 µM]	19%[38.3 µM]	-4%	-6%	0.9%	7%

An excerpt; count on the stated rates, not on these rows.
